PI4K2A inh – blocks human PI4K2A kinase activity; Q9BTU6; purified PI4K2A, ADP-Glo luminescence, 1 h; active compounds read low; activity change, negative = inhibition, % at 76.9 µM; 420,000 tested, 0.13% active; AID 1346378; in the data active means activity change below about -50%; inconclusive means mostly about -30% to -49%;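 further: -100% = wells without enzyme as full effect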
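Compounds are screened against recombinant PI4K2A using PI as substrate and ATP, the latter dispensed at 300 microM. Reactions run one hour at ambient temperature before ADP-Glo detection; full inhibition defined by wells lacking enzyme.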
Pin1 inh – blocks the human prolyl isomerase Pin1 | Q13526 | Pin1 FP peptide displacement, HiFluor488, 10 min | Potency, µM (titrated, usually from 115 µM), without a hit: at the top dose activity, negative = inhibition, usual class: inhibitors | 390,000 tested, 0.009% active; active means well fitted inhibition curve with a large enough effect in the polarisation, with a control signal flat, not every such curve was filed as active; inconclusive means small, poorly fitted or top-dose-only effect, or effect the other way, or a change in a side signal; inactive means no such curve, though single readings can be large or run the other way; the % refers to the polarisation; further: potency means the concentration at half of the fitted maximal effect; on the % scale 0 is the no-effect control and ±100 the full control effect
Target sequence (Q13526 whole entry, looked up): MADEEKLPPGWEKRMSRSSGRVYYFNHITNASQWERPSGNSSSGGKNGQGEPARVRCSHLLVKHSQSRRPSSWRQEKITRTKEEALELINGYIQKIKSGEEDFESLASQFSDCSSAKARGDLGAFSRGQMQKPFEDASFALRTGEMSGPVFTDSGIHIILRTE
G9a block – inhibitors of human histone lysine methyltransferase G9a; Q96KQ7; G9a H3K9 monomethylation, AlphaScreen, 2 h; Potency, µM (doses to about 102 µM), without a hit: at the highest dose activity, negative = inhibition, usual class: inhibitors; 350,000 tested, 8.8% active; AID 504332; further: potency means the concentration at half of the fitted maximal effect; on the % scale 0 is the no-effect control and ±100 the full control effect; nearly all actives have a fitted effect of over 75% in size
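Readings reflect AlphaScreen signal from monomethyl-H3K9 antibody detection. HMT at 20 nM; substrate b-H3K9 500 nM; cofactor SAM 20 uM; 2 h RT reaction; compounds tested as titrations in qHTS with 15 min preincubation.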
GLS inhibitor – glutaminase GLS (human) inhibition; O94925; GLS enzymatic activity, qHTS titration; Potency, µM (top dose mostly 45.5 µM), for inactives: top-dose activity change, negative = inhibition, usual class: inhibitors; 410,000 tested, 0.21% active; AID 624170; further: potency means the concentration at half of the fitted maximal effect; on the % scale 0 is the no-effect control and ±100 the full control effect
Target sequence (O94925 whole entry, looked up): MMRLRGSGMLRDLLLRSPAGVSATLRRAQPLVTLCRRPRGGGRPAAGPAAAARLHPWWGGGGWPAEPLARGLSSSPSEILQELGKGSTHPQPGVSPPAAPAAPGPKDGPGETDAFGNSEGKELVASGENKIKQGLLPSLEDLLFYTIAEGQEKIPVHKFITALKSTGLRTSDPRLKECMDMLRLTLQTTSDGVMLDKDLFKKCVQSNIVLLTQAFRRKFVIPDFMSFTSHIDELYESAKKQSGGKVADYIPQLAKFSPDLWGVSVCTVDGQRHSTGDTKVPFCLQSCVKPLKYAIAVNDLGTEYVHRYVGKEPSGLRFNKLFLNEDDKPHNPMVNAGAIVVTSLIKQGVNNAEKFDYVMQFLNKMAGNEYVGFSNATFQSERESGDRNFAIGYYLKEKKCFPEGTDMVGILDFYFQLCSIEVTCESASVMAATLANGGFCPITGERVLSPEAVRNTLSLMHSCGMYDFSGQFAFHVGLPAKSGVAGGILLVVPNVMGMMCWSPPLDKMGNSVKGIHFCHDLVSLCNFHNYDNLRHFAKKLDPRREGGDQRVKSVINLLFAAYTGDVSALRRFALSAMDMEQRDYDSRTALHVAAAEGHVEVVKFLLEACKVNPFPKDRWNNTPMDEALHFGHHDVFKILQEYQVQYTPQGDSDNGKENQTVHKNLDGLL
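Coupled fluorescence readout: glutamate oxidase/HRP/Amplex Red detect glutamate formed by hKGA from L-glutamine (1 mM solution added). Buffer 45 mM KH2PO4 pH 8.2, 0.02% Tween-20; reads at t0 and 30 min RT.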
Pol eta inh – DNA polymerase eta (human) inhibition; AID 588591; Q9Y253; recombinant Pol eta, fluorescent DNA replication assay; Potency, µM (series often up to 114 µM), inactives show at the highest dose activity change, negative = inhibition, hits mostly inhibitors; 390,000 tested, 1.2% active; further: potency means the concentration at half of the fitted maximal effect; on the % scale 0 is the no-effect control and ±100 the full control effect
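Pol eta (10 nM) was preincubated with compounds for 15 min at room temperature, after which fluorescent replication substrate (50 nM final) was added to start the reaction. Fluorescence was read kinetically at 0 and 10 min.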
Tb PGK inh – T. brucei PGK inhibition. PGK/GAPDH coupled, Kinase-Glo luminescence, 60 min. Potency, µM (highest dose often 57.5 µM), for the others: top-dose activity change, negative = inhibition, hits mostly inhibitors. 380,000 tested, 0.043% active. AID 602233; further: potency means the concentration at half of the fitted maximal effect; on the % scale 0 is the no-effect control and ±100 the full control effect; nearly all actives have a fitted effect of over 60% in size
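Luminescent ATP detection (Kinase-Glo Plus) follows a 60-minute room-temperature incubation, with wells lacking PGK as controls. Buffer: 100 mM TEA (pH 7.6), 5 mM MgCl2, 0.01% Tween-20. Coupling enzyme GAPDH (100 nM final) supplies unstable 1,3-BPG in-well.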
HP1b binding inh – inhibitors of HP1-beta chromodomain binding to methylated histone tails | P83916 | AlphaScreen HP1-beta / biotin-H3K9me3 peptide binding | Potency, µM (series often up to 114 µM), without a hit: at the highest dose activity change, negative = inhibition, most hits filed as inhibitors | 390,000 tested, 0.56% active | AID 540317; further: potency means the concentration at half of the fitted maximal effect; nearly all actives have a fitted effect of over 70% in size; inactives centre near 23
Target sequence (P83916 whole entry, looked up): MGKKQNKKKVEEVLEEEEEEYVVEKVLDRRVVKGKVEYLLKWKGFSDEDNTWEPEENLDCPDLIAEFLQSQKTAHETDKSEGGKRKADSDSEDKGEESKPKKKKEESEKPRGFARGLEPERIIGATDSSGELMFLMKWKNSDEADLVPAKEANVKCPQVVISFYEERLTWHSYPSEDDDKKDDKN
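HP1-beta protein (50 nM final) preincubated 30 min at room temperature with biotinylated H3(1-18)K9me3 peptide (50 nM) in PBS pH 7.4, 0.01% Tween-20, then compound added for 30 min. AlphaScreen streptavidin donor/nickel chelate acceptor beads (10 ug/mL final), 30 min dark, luminescence read.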
BAZ2B inh – BAZ2B (human) inhibition; Q9UIF8; AlphaScreen BAZ2B-H3K14Ac peptide displacement; Potency, µM (top dose mostly 114 µM), for inactives: at the highest dose activity change, negative = inhibition, actives largely listed as inhibitors; 360,000 tested, 4.4% active; AID 504333; further: potency means the concentration at half of the fitted maximal effect; on the % scale 0 is the no-effect control and ±100 the full control effect; nearly all actives have a fitted effect of over 60% in size
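Protein-peptide AlphaScreen: BAZ2B 50 nM, b-H3K14Ac 50 nM, 1x PBS pH 7.4 + 0.01% Tween-20. Preincubation 30 min RT; cpd 30 min RT (top 110 uM); beads 20 min RT, light-protected.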
JMJD2A Tudor – inhibitors of human JMJD2A Tudor domain; Potency, µM (titrated, usually from 114 µM), without a hit: at the top dose activity change, negative = inhibition, usual class: inhibitors; AlphaScreen JMJD2A-Tudor / H3K4me3 peptide binding; AID 504339; O75164; 390,000 tested, 4.4% active; further: potency means the concentration at half of the fitted maximal effect; on the % scale 0 is the no-effect control and ±100 the full control effect; nearly all actives have a fitted effect of over 50% in size
An asterisk follows results filed as active; i = inactive; ? = inconclusive; · = not tested or not shown; & = joins results of further samples; [ ] = dose if it differs, or a comment. Unless noted, the call rests on the fitted dose curve; in most records, active means well fitted curve in the direction sought with a large enough effect; inconclusive means small, poorly fitted or top-dose-only effect, or another doubt; inactive means no such curve, though single readings can be large; an effect the other way counts as inactive or inconclusive.

Below each SMILES: PI4K2A inh, Pin1 inh, G9a block, GLS inhibitor, Pol eta inh, Tb PGK inh, HP1b binding inh, BAZ2B inh, JMJD2A Tudor
1	CN(C(=O)c1ccc(OC2CCN(Cc3ccccn3)CC2)cc1)C1CCCCC1
→ -4, -1%, 19%, -3%, -12%, i, 56%[activator], -24%, -14%
2	O=C(CCC1CCCCC1)Nc1nncs1
→ 0, -3%, -2%, 15%, 0%, i, 18%, -1%, -11%
3	Cc1[nH]n(-c2ccccc2)c(=O)c1CCO
→ -2, 9%, ·, 8%, 2%, 9%, 36%, 2%, 4%
4	O=C(Nc1ccccc1SCC1CSc2nc3ccccc3c(=O)n21)c1cccc(Cl)c1 (stereo not given)
→ -1, 3%, -2%[59 µM], 4%, -7%, -3%, 35%, 10%, -21%
5	C[C@H](O)Cc1cn(-c2cc3cc(C#Cc4ccsc4)ccc3oc2=O)nn1
→ 2, 6%, -3%[0.501 µM], 0%, -3%, i, 15%, -4%, -18%
6	CC1COc2ccccc2N1C(=O)c1ccc(Cl)nc1 (stereo not given)
→ 6, 0%, -29%, 4%, 3%, 3%, 19%, ?, -18%
7	CCCCCn1c(=O)[nH]c2cc(C(=O)N3CCN(c4ccc(OC)cc4)CC3)ccc2c1=O
→ 0, 0%, ?, 1%, -10%, 3%, 35%, -23%, -16%
8	CCN1CCN(CCCOc2ccc(Cl)cc2Br)CC1
→ 0, -4%, ·, 3%, -8%, 4%, ?, 20µM*, 22µM*
9	CCCN1C(=O)c2cc(C(=O)Nc3ccccc3C)ccc2C1Nc1ccccc1C (stereo not given)
→ 2, 0%, 10%[59 µM], 0%, -21%, i, 29%, -13%, -8%
10	Cc1cc2ccccc2c(=O)n1CC(=O)NCC(=O)N1CCCC1
→ 8, 1%, 72%[activator][59 µM], 8%, -6%, i, 27%, -4%, -11%
11	Cn1nnnc1SCCNC(=O)C1CCC(=O)N(Cc2ccccc2F)C1 (stereo not given)
→ 0, 3%, -8%, -3%, -19%, -1%, 28%, -32%, 9%
12	O=S(=O)(Nc1ccccc1OC(F)F)c1ccc(S(=O)(=O)N2CCCC2)cc1
→ 4, 0%, 20%[12.7 µM], 0%, -17%, -1%, 35%, -3%, -5%
13	Cn1nc(C(=O)Nc2ccc(F)c(Cl)c2)c2c1-c1ccccc1S(=O)(=O)C2
→ 1, -4%, -30%[59 µM], -9%, -4%, 8%, 27%, -17%, -16%
14	CCN1C[C@@H]2[C@@H]3C(=O)N(Cc4ccccc4)C(=O)[C@@H]3[C@](Cc3ccccc3)(C1=O)N2C(=O)c1ccc(Br)cc1
→ 2, 15%, ·, 1%, -21%, 3%, 36%, ·, -19%
15	CCOC(=O)c1c(C)oc2nc(C)nc(N3CCN(c4ccccc4)CC3)c12
→ -2, -5%, ?, 10%, ?, i, -16%, ?, -34%
16	COc1ccc(NC(=O)N(C)C[C@@H]2Oc3c(NC(=O)Nc4c(C)noc4C)cccc3C(=O)N([C@@H](C)CO)C[C@@H]2C)cc1
→ -1, -2%, ·, 4%, -6%, 5%, 40%[activator], ·, 1%
17	O=C(O)c1cc(S(=O)(=O)O)ccc1O
→ -1, -3%, ?, -4%, -11%, -5%, 12%, ?, ?
18	O=C(NC1CCCCC1)N1CCc2ccccc21
→ -4, -1%, -4%[59 µM], -10%, -12%, -11%, -4%, 7%, -24%[11.4 µM]
19	CC(C)C(=O)Nc1ccc(NC(=O)c2cccc(F)c2)cn1
→ -6, -5%, 16%[59 µM], -6%, -16%, 2%, 60%[activator], 7%, -21%
20	O=C(O)c1ccc2c(c1)C(=O)/C(=C\c1ccco1)C2=O
→ -28, ·, 8.9µM*, 11µM*, 3.5µM*, ?, ?, 35µM*, 25µM*
21	COC(=O)Nc1c(-c2ccccc2)nc2ccc(Cl)cn12
→ -2, -7%, ·, 2%, -20%, -5%, 51%[activator], 2%, -2%
22	CCN(CC)CCNc1ccc(CO)c2sc3ccccc3c(=O)c12
→ -4&3, 22%, ?, 33%&55%[activator], -18%, 1%, -9%, ?, ?
23	Cc1ccc(-n2c(C)cc(/C=N\NC(=O)CC(=O)NC(C)C)c2C)cc1
→ -7, -4%, ?, 0%, -9%, -7%, -4%, -37%, -32%
24	COc1cccc(N2CCN(S(=O)(=O)c3ccc4nc(-c5ccccc5)[nH]c4c3)CC2)c1
→ 9, 7%, 21%, 11%, -9%, 5%, -3%, 8%, -12%
25	CC(C)(C)C(=O)Nc1nc2c(s1)COc1ccccc1-2
→ -2, 8%, ?, 16%, -25%, -5%, 20%, -25%, -13%
26	CC(=O)OCCN1C(=O)c2cccnc2C1=O
→ -3, -1%, 9%[59 µM], 0%, 1%, -8%, 24%, ?, -31%
27	CCN(CC)CC(O)COc1ccccc1C(=O)CCc1ccccc1 (stereo not given)
→ -2, -10%, -47%, 0%, 11%, -8%, 20%, 3%, -18%
28	CCN(C(=O)COC(=O)c1c(NC(C)=O)sc(C)c1C)C1CCS(=O)(=O)C1 (stereo not given)
→ 1, -4%, 25%[59 µM], 0%, -14%, 0%, 8%, ?, -26%
29	c1ccc(CCNc2nnnn2-c2ccccc2)cc1
→ -2, 0%, ·, 5%, -7%, -5%, 7%, -1%, 2%
30	O=C(CCc1nc(CN2CCN(S(=O)(=O)c3ccc(Br)cc3)CC2)no1)N1CCCCC1
→ -9, 2%, ?, -13%, -15%, -9%, 65%[activator], -20%, -16%
31	CS(=O)(=O)c1ccc(Sc2nc3ccccc3[nH]2)c([N+](=O)[O-])c1
→ 6, -8%, ?, 7%, -9%, 5%, -6%, ?, 11µM*
32	O=C(CSc1nc2ccc(Cl)cc2[nH]1)NCCc1ccccc1
→ 2, -2%, 79µM*, 15%, -14%, 1%, 16%, 1%, -3%
33	CSc1nnnn1-c1c(C)cccc1C
→ 2, -10%, 5%[59 µM], -4%, 4%, 0%, 42%[activator], 5%, -7%
34	C=C(C)CNC(=S)NNC(=O)c1ccc(Br)cc1
→ -3, 1%, 16%[59 µM], ?, -8%, -7%, 33%, 3%, -13%
35	O=C(O)c1ccc(/C=N/n2c(C3CCCCC3)n[nH]c2=S)cc1
→ -18, -10%, 10µM*, ?, -18%, 7%, 20%, -14%, 3.5µM*
36	CCOC(=O)c1sc(NS(=O)(=O)c2ccccc2)nc1C
→ -3, -9%, -2%, -2%, -12%, -9%, 24%, 3%, -16%
37	COC(=O)c1ccc2nc(C)cc(Nc3ccc(N(C)C)cc3)c2c1
→ -5, -1%, 50µM*, 10%, -2%, -4%, -5%, 40µM*, ?
38	COc1cccc(CNC(=O)CCC2CCCN(C(=O)CCc3c(C)noc3C)C2)c1 (stereo not given)
→ 0, -10%, -22%, -14%, -12%, -1%, 61%[activator], -1%, -6%
39	CC1CN(c2cc(=O)n(Cc3ccc(F)cc3)c(=O)[nH]2)CC(C)O1 (stereo not given)
→ -1, 12%, -6%, 4%, -7%, 0%, 15%, -5%, -23%
40	CCOC(=O)N1CCN(Cc2nc3cc(NC(=O)c4ccccc4OC)ccc3n2C(C)C)CC1
→ 1, 15%, ?, -6%, -14%, i, 24%, 79µM*, 50µM*
41	Cc1ccccc1NC(=O)Cn1c(=O)oc2ccccc21
→ 7, -1%, ·, 11%, -3%, 6%, 29%, -2%, -9%
42	CC(=O)Nc1cccc(OCC(=O)NC(C)C(C)C)c1 (stereo not given)
→ -7, ?, 4%[12.7 µM], 0%, -1%, 2%, 12%, 15%, 37%[activator]
43	CN1C(=O)CN(CCN2CC(=O)N(C)C(=O)C2)CC1=O
→ -2, ·, ·, -7%, -12%, -7%, ·, ·, ·
44	O=C(C1CCCN1S(=O)(=O)c1ccc(Cl)cc1)N1CCN(c2ccccc2)CC1 (stereo not given)
→ 0, 2%, ·, 6%, -6%, -1%, 1%, ·, -14%
45	COc1ccccc1/C=C/C(=O)OCC(=O)c1c[nH]c2ccccc12
→ 4, 27%, -4%[12.7 µM], -11%, ?, -6%, 34%, 1%, -11%
46	CCOc1ccc(N)cc1OC
→ -6, -6%, 50µM*, ?, -15%, -6%, -18%, ?, ?
47	Cc1cc(C)c(NC(=O)CN(C)C(=O)c2ccc(OCc3ccccc3)cc2)c(C)c1
→ -25, 13%, 5%[12.7 µM], -1%, -15%, -13%, 6%, -3%, -8%
48	COc1ccc(Cc2nnc(NC(=O)CSc3ccccc3)s2)cc1
→ -2, 2%, 27%[59 µM], 0%, -7%, -3%, 16%, 1%, -8%
49	COc1ccc(C)cc1NC(=O)CN1C(=O)c2ccccc2S1(=O)=O
→ 4, -12%, -15%, -9%, -6%, i, 40%[activator], 11%, -8%
50	CCOc1c(CC2C(=O)Nc3ccc(Br)cc32)cccc1OC (stereo not given)
→ 0, 7%, -18%[59 µM], 1%, -9%, 12%, 18%, ?, -26%
51	CCc1cc2c(COC(=O)c3cc(S(=O)(=O)N4CCOCC4)ccc3F)cc(=O)oc2cc1O
→ -3, 22%, 24%[12.7 µM], 0%, -22%, -7%, 31%, 11%, -14%

Looked up by structure from the list above:
Below each SMILES: PI4K2A inh, Pin1 inh, G9a block, GLS inhibitor, Pol eta inh, Tb PGK inh, HP1b binding inh, BAZ2B inh, JMJD2A Tudor
51	CCc1cc2c(COC(=O)c3cc(S(=O)(=O)N4CCOCC4)ccc3F)cc(=O)oc2cc1O
→ -3, 22%, 24%[12.7 µM], 0%, -22%, -7%, 31%, 11%, -14%
34	C=C(C)CNC(=S)NNC(=O)c1ccc(Br)cc1
→ -3, 1%, 16%[59 µM], ?, -8%, -7%, 33%, 3%, -13%

These rows are one share of the data (hit frequency here may not be typical).
